# hcDAF12 agonist: H. contortus DAF-12 nuclear receptor activators, primary screen, cell-based, luminescence, HEK293, lit1-tk-luc reporter; HEK293 hcDAF-12 lit1-tk-luc reporter; 0% DMSO, 100% Δ7-dafachronic acid; activation, % at 6.8 µM; 370,000 compounds, 1.4% hits; AID 652067, 2013;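 active = activation above the mean of all tested compounds plus 3 SD, cut at about 5.5% in these data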;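 note: 100% = response to 3 µM Δ7-dafachronic acid high control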
# GC-A act: GC-A stimulated cGMP production enhancers – HEK293 GC-A cells, cGMP TR-FRET, EC30 ANP, primary screen; Atrial natriuretic peptide receptor 1 (Homo sapiens), P16066; activation, % at 10 µM; AID 1671463, 2021; 0% at EC30 ANP, 100% saturating ANP; 370,000 compounds, 0.14% hits; in the data active = activation above about 40%
# ADAM17 inh: ADAM17 inhibitors, primary screen, biochemical, QFRET | Disintegrin and metalloproteinase domain-containing protein 17 (Homo sapiens), P78536 | recombinant ADAM17, EDANS/DABCYL FRET peptide cleavage | inhibition, % at 6.95 µM | 370,000 compounds, 0.83% hits;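 active = inhibition above the mean of compounds lying between control limits plus 3 SD, set per campaign, cut at about 8.5% in these data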;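 note: 0% = DMSO-only wells as the low control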
# Target sequence (P78536 215-824 limits assumed): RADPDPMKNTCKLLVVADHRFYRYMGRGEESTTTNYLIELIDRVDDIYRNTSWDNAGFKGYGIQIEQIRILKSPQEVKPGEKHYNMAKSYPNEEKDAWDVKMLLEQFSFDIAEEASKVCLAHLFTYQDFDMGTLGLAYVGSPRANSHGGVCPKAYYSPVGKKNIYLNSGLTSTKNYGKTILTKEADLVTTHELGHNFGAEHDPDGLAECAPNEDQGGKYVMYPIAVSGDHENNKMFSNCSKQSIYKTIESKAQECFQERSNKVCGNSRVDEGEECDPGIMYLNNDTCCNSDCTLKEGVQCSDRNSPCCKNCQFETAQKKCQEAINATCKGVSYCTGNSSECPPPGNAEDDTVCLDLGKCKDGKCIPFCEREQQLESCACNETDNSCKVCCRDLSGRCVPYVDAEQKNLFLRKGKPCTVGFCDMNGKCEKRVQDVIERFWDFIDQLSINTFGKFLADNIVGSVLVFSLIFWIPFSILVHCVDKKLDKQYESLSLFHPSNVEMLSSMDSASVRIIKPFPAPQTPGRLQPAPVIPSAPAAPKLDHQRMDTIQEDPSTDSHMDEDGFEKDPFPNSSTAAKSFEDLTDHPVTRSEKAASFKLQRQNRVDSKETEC
# SMARCA2 activ: SMARCA2 (BRM) function activators, primary screen, cell-based, luminescence, high throughput. MG213 cells, MMTV-luciferase reporter, dexamethasone, overnight. activation, % at 9.1 µM. 370,000 compounds, 1% hits; in the data active = activation above about 7.8%;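 note: 0% = vehicle wells and 100% = reference activator wells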
# DAX1 inh-1: DAX1 (NR0B1) inhibitors on StAR promoter, primary screen, cell-based, luminescence, SF-1 (NR5A1), full-length DAX-1. inhibition, % at 6.8 µM. 370,000 compounds, 1.1% hits. AID 652010, 2013. HEK293T StAR-luciferase reporter, SF-1/DAX-1 repression relief;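 active = inhibition above the mean over all tested compounds plus 3 SD, cut at about 3.6% in these data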;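 note: 0% = DAX-1 cells with DMSO and 100% = cells lacking DAX-1 with DMSO; higher inhibition means more luminescence from relief of DAX-1 repression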
# ssDAF12 agonist: S. stercoralis DAF-12 nuclear receptor activators, primary screen, cell-based, luminescence, HEK293, GRIP1 co-expression, lit1-tk-luc. Nuclear hormone receptor DAF-12 (Strongyloides stercoralis). activation, % at 6.8 µM. HEK293 ssDAF-12/GRIP1 lit1-tk-luc reporter; % of 3 µM dafachronic acid response. 370,000 compounds, 1% hits;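 active = activation above the mean over all tested compounds plus 3 SD, cut at about 0.9% in these data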;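 note: 0% = DMSO-only wells and 100% = 3 µM delta7-dafachronic acid wells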
# ADAM10 inh: human ADAM10 inhibitors, primary screen, biochemical, QFRET, HTS. Disintegrin and metalloproteinase domain-containing protein 10 (Homo sapiens), O14672. recombinant ADAM10, EDANS/DABCYL FRET peptide cleavage, 3 h. inhibition, % at 7 µM. 370,000 compounds, 0.62% hits;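 active = inhibition above a per-campaign cutoff equal to the mean of compounds falling between control-based bounds plus 3 SD, cut at about 20% in these data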;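 note: 0% = DMSO wells while the 100% control is not disclosed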
# hgDAF-12 ag: H. glycines DAF-12 receptor agonists, primary screen, cell-based, luminescence, HEK293, GAL4 fusion, UAS-luciferase; Nuclear hormone receptor DAF-12 (Heterodera glycines), GAL4 fusion; 370,000 compounds, 1.8% hits; HEK293 GAL4-hgDAF12 UAS-luciferase reporter, agonist luminescence; normalized to butyrate control; AID 687014, 2013; activation, % at 6.8 µM;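 active = activation above a cutoff set at the mean of all screened compounds plus 3 SD, cut at about 10% in these data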;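 note: 0% = DMSO wells and 100% = sodium butyrate wells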
# FXN GAA850 act: FXN promoter activators, primary screen, cell-based, luciferase luminescence, HEK293 lucGAA850. HEK293 lucGAA850 FXN promoter luciferase reporter, 24 h; percent of 10 µM SAHA response. activation, % at 6 µM. 360,000 compounds, 0.56% hits;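 active = activation above the average of all compounds screened plus 3 SD, cutoff fixed separately per campaign, cut at about 7.5% in these data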;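 note: 0% = DMSO wells and 100% = 10 µM SAHA wells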
# PG9 Ab binder: binders of HIV-1 gp120 antibody PG9, primary screen, biochemical, TR-FRET | inhibition, % at 6.7 µM | TR-FRET gp120-PG9 antibody binding | HIV-1 gp120 / PG9 antibody interaction | 360,000 compounds, 0.43% hits; in the data active = inhibition above about 8.5%
# DAX1 inh-2: DAX1 (NR0B1) inhibitors, primary screen, cell-based, HEK293, Gal4-DAX1, luciferase luminescence; Nuclear receptor subfamily 0 group B member 1 (Homo sapiens), P51843; HEK293 Gal4-DAX1 luciferase reporter; inhibition, % at 6.75 µM; 340,000 compounds, 0.99% hits; AID 504766, 2011;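 active = inhibition above the mean over all tested compounds plus 3 SD, cut at about 4.2% in these data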;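 note: 0% = DAX1-transfected cells with DMSO and 100% = empty-vector control cells with DMSO; inhibition shows as a rise in luminescence from relieved DAX1 repression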
# Target sequence (P51843 207-470 limits assumed): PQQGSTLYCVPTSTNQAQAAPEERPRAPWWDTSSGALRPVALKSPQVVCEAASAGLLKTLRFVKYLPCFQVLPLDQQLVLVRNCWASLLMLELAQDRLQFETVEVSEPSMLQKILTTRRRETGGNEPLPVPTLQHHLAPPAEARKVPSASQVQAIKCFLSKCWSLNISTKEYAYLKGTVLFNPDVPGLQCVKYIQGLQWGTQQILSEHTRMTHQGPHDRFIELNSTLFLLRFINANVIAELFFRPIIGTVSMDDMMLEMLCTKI
# * = called active by the depositor; . = no result given.
SMILES,hcDAF12 agonist,GC-A act,ADAM17 inh,SMARCA2 activ,DAX1 inh-1,ssDAF12 agonist,ADAM10 inh,hgDAF-12 ag,FXN GAA850 act,PG9 Ab binder,DAX1 inh-2
CCOc1ccccc1NS(=O)(=O)c1ccc2c(c1)NC(=O)CCS2,-1.3,1,-2,-2,1.8,-0.5,0,-0.2,-1.1,-0.6,-0.5
CC1CCC(N2CCN(S(=O)(=O)Cc3ccccc3)CC2)CC1 (stereo not given),1.2,6,0,-3,0.2,-0.9,1,-1.6,1.5,-0.3,-0.3
O=C(COc1ccc(Cl)cc1Cl)N1CCN(c2ccccn2)CC1,-0.4,-2,4,-2,-0.4,-2.3,-1,-0.3,-0.2,-1.1,-0.6
C=C(C)Cn1c(N2CCN(CC)CC2)nc2c1c(=O)[nH]c(=O)n2C,-0.2,1,-2,0,0.1,-1.2,-20,6.5,2.2,1.3,1.4
CCOc1ccc(CCNC(=O)C2CCCN2C(=O)OCc2ccccc2)cc1OCC (stereo not given),-1.2,-3,-1,0,0.0,-1.6,-11,-1.9,2.8,-1.4,-1.1
COc1ccc(C(=O)CSc2nc(C(C)(C)C)nc3ccccc23)cc1,-0.2,-2,3,4,-0.3,-1.4,0,1.0,0.2,1.8,0.3
C[C@H](O)[C@@H]1C(=O)N2CCc3ccc(-c4cccc(F)c4)cc3[C@@H]2C[C@@H]1N(C)C(=O)C(C)(C)C,0.0,-4,-1,0,-1.0,-0.7,-3,2.5,-3.1,1.6,-0.8
COc1ccc(CNn2c(-c3cccs3)nc3ccccc3c2=O)cc1OC,-5.6,-2,5,-3,-1.9,-2.2,9,-5.2,-3.1,0.2,-3.8
O=C1CCCC/C1=C\Nc1ccc(C(=O)O)c(O)c1,-1.2,-2,-7,-2,0.1,-0.9,-5,-4.8,2.6,-1.9,1.9
O=c1cc(-c2ccc(O)cc2)oc2ccccc12,1.0,1,-8,9.0*,2.6,-1.1,-58,8.7,3.2,0.7,3.1
COc1ccc(CCNC(=O)Cn2cccc2C(=O)c2ccccc2)cc1OC,-2.2,-1,1,-3,-0.5,-1.6,0,-0.5,3.1,0.2,-0.7
OCC[C@@H]1C[C@H](O)[C@@H](O)[C@]2(CCc3ccccc3CO2)O1,0.9,-2,-5,0,0.4,-1.0,0,3.4,-0.1,-0.8,0.5
Cc1nnc(SCc2nc3ccccc3[nH]2)s1,3.1,4,-7,-2,-0.5,-0.2,1,-1.6,0.2,0.5,0.4
CC(=O)N1CCc2cc(Br)cc(S(=O)(=O)N3CCN(C(=O)c4ccco4)CC3)c21,-0.8,3,-1,1,0.2,-0.7,2,1.9,-1.4,1.1,-1.2
CCC1CCCCN1C(=O)CSc1n[nH]c(N)n1 (stereo not given),-0.2,-1,-15,4,-0.6,-0.8,-63,-0.6,0.1,-1.6,1.7
CC/C(=N\NC(=O)CNC(=O)/C=C/c1ccco1)c1ccccc1,-1.5,8,-5,1,0.0,-1.1,8,3.0,-0.7,1.2,0.6
CNC[C@@H]1Oc2cc(Br)ccc2S(=O)(=O)N([C@@H](C)CO)C[C@H]1C,2.4,-2,-2,-3,0.8,-1.3,-1,-1.4,-2.0,0.1,0.1
CCOC(=O)C(CCc1nnc(N)s1)C(=O)OCC,3.4,0,-3,-2,0.3,-1.4,-7,-0.1,1.8,-1.2,0.1
Cc1ccc(CSCC(=O)Nc2ccc(N3CCOCC3)cc2N2CCOCC2)cc1,-1.2,-2,-3,-1,2.2,-0.7,-1,1.7,2.9,0.8,0.6
COc1ccc(Cl)cc1NS(=O)(=O)N1CCOCC1,-1.0,1,1,-1,2.1,-0.8,1,1.3,-0.5,-0.1,0.3
Cc1cccc(S(=O)(=O)Nc2cccc(-c3cn4ccsc4n3)c2)c1,-0.6,-1,1,0,-0.2,-1.1,14,-1.7,0.4,1.7,-0.5
COc1ccc(N2CCN(CCCNC(=O)C3CCN(S(=O)(=O)N4CCOCC4)CC3)CC2)cc1,2.5,0,-8,-4,-0.2,0.3,-18,-0.5,2.6,1.3,-0.3
CC1O[C@@H](O[C@H](C)CC/C=C/C(=O)O)C(O)C[C@H]1O (stereo not given in full),-1.1,-2,-3,-1,-0.2,-1.1,4,0.7,-1.1,1.4,1.3
O=C(OCc1ccccc1)Oc1cncc(C(=O)O)c1,1.3,0,1,0,0.2,-0.5,-8,0.7,2.2,-2.1,0.1
Nc1nonc1/C(=N/O)N1CCN(CCO)CC1,2.8,5,-3,-2,-0.3,-1.2,-9,-0.4,1.2,1.8,0.8
CSc1nsc(SCCN2C(=O)c3ccccc3C2=O)n1,1.3,2,2,0,-0.2,-0.6,6,4.7,1.2,1.5,0.0
COc1ccc(S(=O)(=O)N2CCOCC2)cc1C(=O)N(C)Cc1ccco1,3.1,2,-3,-2,-0.2,-1.1,-5,0.8,0.0,-0.7,0.5
CCc1nc2sccc2c(=O)n1N,0.0,4,-4,-1,0.0,-1.1,1,1.7,3.6,1.3,0.5
Cc1ccccc1OCC(=O)NCC(=O)N/N=C/c1cccc([N+](=O)[O-])c1,1.0,-3,2,-1,0.9,-1.6,-2,1.0,.,-1.6,.
CCCN1CCCC[C@H]1C(=O)Nc1c(C)cccc1C,0.1,3,-2,-4,0.6,-0.8,0,2.4,-1.8,-0.7,-1.2
COc1cccc(NC(=O)c2sc(Cl)nc2C)c1,-0.2,4,-1,3,-0.1,-1.2,7,-1.5,-0.4,-0.2,0.8
O=C(Nc1ccc(Cl)cc1)N1CCN(c2ccccc2)CC1,-1.5,2,0,-1,-0.3,-0.9,-4,0.8,0.0,-1.8,-0.2
O=C(CCCCC(=O)NC1CCCC1)NC1CCCC1,-2.2,3,-2,-1,0.1,-0.8,-8,0.5,1.4,-1.4,2.8
O=C(CNS(=O)(=O)c1c(F)cccc1F)NC1CCCc2ccccc21 (stereo not given),2.0,1,-3,-2,-1.1,-0.8,2,-0.8,-0.4,1.7,1.2
CCC(Sc1nc(N)c(NC(=O)c2ccc(OC)c(OC)c2)c(=O)[nH]1)C(=O)OC (stereo not given),2.1,5,-6,-1,0.0,-0.2,-6,-1.4,0.1,-0.6,0.5
O=C1CN(C(=O)/C=C/c2ccc(Cl)cc2)c2ccccc2N1,-1.2,-1,1,0,-0.1,-1.4,-2,0.0,-0.7,-2.5,0.2
CN1C(=O)c2cccc3c(N)ccc(c23)C1=O,0.8,6,-1,-1,0.9,-1.6,-6,4.2,1.7,-14,-0.4
CC(Oc1ccc(Br)cc1)C(=O)NCC(c1cccs1)N1CCOCC1 (stereo not given),-0.2,-13,-4,-2,1.4,-0.7,-11,1.2,-0.7,1.2,-0.7
CC(=O)Nc1ccc(S(=O)(=O)Nc2nc(-c3ccc(C(C)(C)C)cc3)cs2)cc1,0.2,-2,4,0,0.5,0.2,15,4.8,2.3,-3.0,0.3
O=[N+]([O-])c1ccc(C(O)CN=Cc2ccc(O)cc2O)cc1 (stereo not given),-0.2,2,1,-4,-0.7,-0.8,4,-4.8,2.7,-0.4,-0.1
CCC1CCCCN1C(=O)Nc1cc(Cl)ccc1OC (stereo not given),-1.8,2,2,-1,-0.5,-1.7,0,-1.2,1.5,1.7,1.9
FC(F)(F)c1ccccc1-c1ccc2nncn2c1,-0.3,1,-1,0,-0.6,-1.5,-7,-0.7,0.7,0.6,.
O=S(=O)(c1ccccc1)N1CCC(n2cnc3ccccc32)CC1,-2.6,-5,9.7*,-5,0.4,-1.0,15,-0.4,0.5,1.0,1.2
O=C(c1ccc(F)cc1)n1c(=S)nc2ccccn21,3.3,1,-3,6,1.8,0.6,8,8.5,2.0,-2.6,5.5*
CN1C(=O)N(S(=O)(=O)c2ccc(F)c(F)c2F)C(=O)C1(C)C,-0.1,3,-1,-3,0.4,-0.4,5,1.2,-0.8,4.0,2.0
O=C(NCc1cccc(Cl)c1)c1ccc(N2CC3CC(C2)c2cccc(=O)n2C3)c(NC(=O)c2cccnc2)c1 (stereo not given),-1.5,6,2,1,-0.3,-1.0,-3,-0.4,1.2,-2.1,0.2
Cc1onc(C(N)=O)c1C(=O)Nc1ncc(C(F)(F)F)cc1Cl,-1.5,0,-1,4,-0.1,-1.5,8,-2.8,2.1,-1.6,-1.3
FC(F)(F)c1ccc(CSc2ccccn2)cc1,1.3,4,1,-3,-0.3,-0.5,-5,-0.9,-0.7,-1.5,-1.8
CCCCC(c1nnnn1Cc1ccco1)N1CCN(c2nc3ccccc3s2)CC1 (stereo not given),-2.0,-6,6,1,-1.1,-1.2,13,-1.6,-0.7,-0.8,-0.7
CN(CC(=O)NC1CCCCCCC1)S(=O)(=O)c1cnc[nH]1,1.0,7,0,-1,-0.3,-1.9,-3,-0.4,-0.9,-2.7,0.7
COc1cccc(NC(=O)C2CCCC2)c1,-1.6,0,-4,-1,0.5,-1.2,3,1.6,-0.1,2.3,-0.4
COc1ccc(C(=O)Nc2nc3ccccc3[nH]2)cc1S(=O)(=O)N1CCCC1,-1.5,4,-3,-2,-0.5,-1.5,-2,-1.2,3.2,0.1,-0.8
Cc1ccc(N(C(=O)c2ccc(S(=O)(=O)N3CCCC3)cc2)C2C=CS(=O)(=O)C2)cc1 (stereo not given),-0.2,-1,2,-2,-1.4,-0.4,10,-1.3,0.2,-0.2,-0.5
CCN1CCN(S(=O)(=O)c2ccc(Cl)c(C(=O)Nc3ccccc3N3CCOCC3)c2)CC1,-0.5,3,-3,-1,-0.3,-0.8,-11,-1.3,-1.7,-0.4,-1.1
NS(=O)(=O)c1ccc(NC(=S)NCc2ccc(F)cc2)cc1,-0.1,-3,1,-1,0.0,-0.7,-6,2.7,-1.5,0.4,0.0
Cc1ccc(C(C(=O)NC2CCCC2)N(C(=O)c2csnn2)C2CC2)cc1 (stereo not given),-1.2,-10,-1,-1,0.3,-1.0,-5,1.8,1.7,0.2,-1.5
